CDK5 p35 inh: CDK5/p35 (human) kinase inhibition; Q00535+Q15078; 330,000 compounds, 0.01% hits; Recombinant CDK5/p35, ADP-Glo luminescence, 60 min; inhibition, % at 10 µM; AID 488839;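 active = highest replicate inhibition of at least 50% and at least 75% of replicates reaching 50%; inconclusive = only one of the two criteria met; inactive = both criteria failed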;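 also: plate controls were DMSO neutral control for no effect and GW8510 at 10 µM for full effect; many of its hits are not listed in these tables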
PvdQ acylase: blocks Pseudomonas aeruginosa PvdQ acylase activity | purified PvdQ acylase, fluorescence plate reader | inhibition, % at 10 µM | 340,000 compounds, 0.063% hits | AID 488965; in the data active = inhibition above about 30%, passing the limit was not always enough; inconclusive = no clear call, values can overlap the other calls;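 also: 0% = vehicle neutral wells and 100% = reference inhibitor wells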
SUMO Mot1 rescue: inhibitors of SUMOylation pathway: yeast Mot1-301 growth rescue | 320,000 compounds, 1% hits | growth rescue, % at 18.8 µM | S. cerevisiae Mot1-301 growth rescue, ATP luminescence, 38.5C; percent above DMSO median, 100 means doubled | AID 2716;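 active = every valid replicate shows activation above 250% relative to neutral control wells; inactive = the rest, any valid replicate at or below 250%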;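 also: OY570 slx delta 5 strain wells were the positive control but not used for scaling; some compounds called inactive have numbers as strong as hits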
Rtt109 Vps75: inhibitors of Candida albicans Rtt109/Vps75 histone acetyltransferase. purified Rtt109/Vps75, ThioGlo CoA-SH fluorescence, 4 h. inhibition, % at 34.9 µM. 330,000 compounds, 0.16% hits. AID 540336;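 active = inhibition of at least 50% in every replicate; inconclusive = best replicate reaches 50% inhibition but some replicates fall short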
Target sequence (Q5AAJ8 whole entry, looked up): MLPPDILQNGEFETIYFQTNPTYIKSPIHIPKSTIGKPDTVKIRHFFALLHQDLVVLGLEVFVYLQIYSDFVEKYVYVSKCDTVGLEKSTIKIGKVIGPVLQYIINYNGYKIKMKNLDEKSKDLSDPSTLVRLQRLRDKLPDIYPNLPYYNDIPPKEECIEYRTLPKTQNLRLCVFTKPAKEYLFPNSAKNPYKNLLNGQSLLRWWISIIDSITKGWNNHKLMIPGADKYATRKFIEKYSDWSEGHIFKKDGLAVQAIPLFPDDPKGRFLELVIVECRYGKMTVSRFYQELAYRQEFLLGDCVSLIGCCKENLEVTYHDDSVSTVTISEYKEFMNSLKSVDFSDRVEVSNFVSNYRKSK
PfHsp90 yeast 2: growth inhibition of yeast expressing Plasmodium Hsp90. S. cerevisiae expressing PfHsp90, BacTiter-Glo ATP, 48 h; yeast lacking PDR1 and PDR3 efflux regulators. inhibition, % at 9.4 µM. 310,000 compounds, 0.32% hits. AID 504621;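 active = every replicate shows inhibition above about 80%, whatever the replicate mean, limit read from the data; inconclusive = mean inhibition reaches the set limit but some replicate falls short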;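 also: 0% = DMSO neutral controls and 100% = 20 µM radicicol positive controls; yeast relying on Plasmodium falciparum Hsp90 in place of its own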
LANA DNA inh: KSHV C-LANA DNA binding inhibition; MBP-C-LANA/FAM-LBS DNA binding, fluorescence polarization; inhibition, % at 9 µM; 340,000 compounds, 0.078% hits; AID 504423;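 active = highest replicate inhibition at or above 60% at 9 µM, even if other replicates fall short; inactive = all replicates below 60% inhibition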;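 also: 0% = neutral control wells and 100% = 4 µM acridine orange control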
Cardiac RTF inh: cardiac RTF calcium desensitization; IANBD-labeled cardiac RTF, Ca2+ fluorescence; P19429+P45379; 340,000 compounds, 0.12% hits; inhibition, % at 7.15 µM; AID 493244;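 active = inhibition above the mean inhibition of all tested compounds plus 3 SD, cut at about 17% in these data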;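 also: assay run at fixed EC70 calcium of 1.6 mM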
Keap1-Nrf2 PPI: disrupts human Keap1 binding to Nrf2 peptide; Q14145; inhibition, % at 9.4 µM; Keap1 Kelch-Nrf2 peptide fluorescence polarization, 1536-well; 340,000 compounds, 0.15% hits; in the data active = inhibition above about 12%; inconclusive = no clear call, values can overlap the other calls; inactive = below about 7.3%;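 also: human Keap1 Kelch domain with fluorescein labeled Nrf2 9mer peptide probe; 0% = neutral control wells and 100% = peptide positive control; higher means more block of Keap1 binding to Nrf2 peptide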
Target sequence (Q14145 whole entry, looked up, the tested form may be a part): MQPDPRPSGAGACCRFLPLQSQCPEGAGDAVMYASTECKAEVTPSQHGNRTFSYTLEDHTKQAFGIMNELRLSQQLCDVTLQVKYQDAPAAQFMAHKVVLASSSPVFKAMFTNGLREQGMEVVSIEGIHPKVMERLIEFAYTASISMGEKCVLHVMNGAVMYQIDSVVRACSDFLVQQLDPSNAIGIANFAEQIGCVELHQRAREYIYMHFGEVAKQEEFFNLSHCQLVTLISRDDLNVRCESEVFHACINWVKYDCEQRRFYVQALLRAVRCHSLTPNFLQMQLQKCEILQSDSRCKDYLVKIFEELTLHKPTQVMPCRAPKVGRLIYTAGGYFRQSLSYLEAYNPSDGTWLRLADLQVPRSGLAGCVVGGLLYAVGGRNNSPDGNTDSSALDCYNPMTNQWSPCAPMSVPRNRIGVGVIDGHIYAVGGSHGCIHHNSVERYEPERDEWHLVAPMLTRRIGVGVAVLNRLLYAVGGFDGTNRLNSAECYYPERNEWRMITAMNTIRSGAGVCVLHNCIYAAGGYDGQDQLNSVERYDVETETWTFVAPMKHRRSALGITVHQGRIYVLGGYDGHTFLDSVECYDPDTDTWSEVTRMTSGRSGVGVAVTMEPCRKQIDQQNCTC
dFosB act: activators of mouse delta FosB homodimer; P13346; purified delta FosB, TAMRA-CDK5 oligo fluorescence polarization; percent of positive-control signal above neutral wells; activation, % at 25 µM; 340,000 compounds, 0.99% hits;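 active = mean activation above about 17%, with every replicate also reaching it, limit read from the data, passing the limit was not always enough; inconclusive = only one of the two conditions met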;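 also: fluorescence polarization rise as delta FosB binds a TAMRA Cdk5 AP-1 oligo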
cardiac RTF act: cardiac RTF calcium sensitization; P19429+P45379; IANBD-labeled TnC RTF fluorescence at EC20 calcium; 0% EC20 calcium, 100% full calcium; activation, % at 7.2 µM; 340,000 compounds, 0.24% hits; AID 493008;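 active = activation above the mean over all tested compounds plus 3 SD, cut at about 30% in these data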;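 also: rise in fluorescence read as greater calcium sensitivity of cardiac thin filaments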
NSD2 HMT inh: blocks human histone methyltransferase NSD2. 310,000 compounds, 0.54% hits. NSD2 peptide methylation, AlphaScreen, 120 min. inhibition, % at 12.5 µM. O96028; in the data active = inhibition above about 50%
Starred values were filed as active, the others as inactive; ? = inconclusive; . = no result given.

SMILES	CDK5 p35 inh	PvdQ acylase	SUMO Mot1 rescue	Rtt109 Vps75	PfHsp90 yeast 2	LANA DNA inh	Cardiac RTF inh	Keap1-Nrf2 PPI	dFosB act	cardiac RTF act	NSD2 HMT inh
O=C1c2ccccc2C(=O)N1OCc1c(F)cccc1Cl	-0.2	-9	-10	-3	4	1.5	-5	-2	-2	3	0
NNC(=O)C1CC1c1ccc(Cl)cc1 (stereo not given)	1.1	0	-5	-10	-4	-0.5	-4	0	1	0	-1
Cc1cc(C)c(OCC(=O)NCC(C)(C)N2CCOCC2)c(C)c1	-2.2	-14	18	-8	.	0.4	-7	-1	-2	-2	-1
COc1ccc([N+](=O)[O-])cc1NC(=O)CCN1CCN(c2ccccc2)CC1	0.0	-17	194	-3	8	1.2	-3	-3	-4	-1	1
CC(C)c1ccc(S(=O)(=O)N2CCN(C(=O)Cc3ccsc3)CC2)cc1	1.1	1	17	2	24	-1.7	7	5	-6	1	-3
Cc1ccc(-c2cc(=O)[nH][nH]2)c(C)c1	-3.6	0	-18	8	18	0.2	-4	-3	-8	1	0
Cc1ccc(S(=O)(=O)N2CCC(C(=O)NCc3ccccc3CN3CCCC3)CC2)cc1	-0.6	-1	173	3	-8	-7.1	-5	1	-2	-3	17
CCN(CC(=O)NCc1cccs1)C(=O)c1ccc(S(=O)(=O)Nc2ccccc2F)cc1	-1.4	-4	26	-4	8	-1.9	3	1	-1	3	0
Cc1csc(C(C#N)C(=O)c2ccc(S(=O)(=O)N3CCCC3)cc2)n1 (stereo not given)	-0.6	-4	3	-15	7	1.5	-11	1	-3	-2	0
CCOC(=O)c1c(NC(=O)COC(=O)c2cnccn2)sc(C(=O)NC)c1C	0.1	-9	-15	-7	5	-1.6	-2	5	39*	-2	1
COc1cc(CN2CCCC(N3CCN(c4ccccc4C)CC3)C2)ccc1O (stereo not given)	0.7	-18	8	4	-7	1.8	-7	-5	-14	-2	10
CCN(C(=O)c1ccncc1)c1c(N)n(Cc2ccccc2)c(=O)[nH]c1=O	-0.1	-15	.	-2	-12	0.8	-3	4	4	0	-1
O=C(CCC(=O)N1CCN(c2ccc(O)cc2)CC1)c1cccs1	0.9	-13	32	1	12	-0.4	-5	0	-6	1	.
COC(=O)c1ccc(COc2ccccc2OC)o1	0.8	-8	-29	5	-11	0.5	-9	0	-2	-2	-2
COCCNC(=O)c1cn(C)c2ccc(S(=O)(=O)N3CCCCC3)cc2c1=O	1.4	1	2	-5	-1	-0.9	-9	5	-13	1	-5
COc1ccccc1OCC(=O)Nc1cc(NC(=O)COc2ccccc2OC)cc(C(=O)O)c1	1.3	-6	303	-6	6	1.9	-2	2	2	1	-2
O=C1c2ccccc2C(Nc2ccc3c(c2)OCCO3)N1c1ccc(Cl)cn1 (stereo not given)	0.9	-10	-5	4	16	0.8	1	-4	3	7	.
CCCC(=O)C1=C(O)C(C(=O)OC)C(C)(C)CC1=Nc1cccc([N+](=O)[O-])c1 (stereo not given)	-1.2	11	-5	1	-7	.	4	9	-13	5	13
O=[N+]([O-])c1ccc(-n2cc(-c3ccccc3)nn2)cc1	1.3	-27	1	-14	-18	-1.5	-10	0	-4	-6	3
Cc1cc2c(c(=O)n1Cc1cccnc1)C(c1cccs1)C(C#N)=C(N)O2 (stereo not given)	-2.0	-5	-2	0	26	1.2	-14	-8	-2	12	-2
COc1ccc(/C=C/C(=O)NCC(=O)N/N=C(/CCC(=O)O)c2ccccc2)cc1	0.3	-4	-21	2	14	0.1	-3	-9	-4	3	-1
CC1CCCCN1Cc1c(O)ccc2c(=O)c(-c3nc4ccccc4s3)c(N)oc12 (stereo not given)	-2.9	1	68	11	-10	-1.6	2	2	-1	-3	6
CC(=O)c1ccc(N2CCN(CC(=O)NCc3ccccc3)CC2)cc1	-1.6	-5	-10	5	-11	0.8	2	-5	-7	-2	20
Cc1nc(NC(=O)c2ccccc2)nc2cc3c(cc12)OCO3	-1.5	9	1	-4	1	0.0	0	0	0	-2	-3
COc1ccc(C(=O)Nc2cccc(C(=O)NCc3ccco3)c2)cc1	1.4	-15	-5	0	-17	-5.2	-3	-5	-13	2	0
CN(C)/C=C/c1c([N+](=O)[O-])c2ccc(O)cc2n1-c1ccccc1	5.9	6	-14	11	0	0.7	8	-2	-8	-11	2
COc1ccc(S(=O)(=O)Nc2nc3c(s2)C(=O)CC(C)(C)C3)cc1	1.0	11	221	10	-18	-2.0	-4	-5	-1	-10	2
O=C(Nc1nccs1)c1ccc(Br)cc1	-0.5	0	12	-7	9	-0.6	7	-2	-1	-6	0
O=C(Nc1ccc(O)c(-c2nc3ccccc3o2)c1)C1(c2ccc(Cl)cc2)CCCC1	3.0	-7	0	-99	6	0.5	-4	-1	-5	0	-2
O=C(Nc1cc([N+](=O)[O-])ccc1F)C1CC1	-1.6	6	1	4	-14	1.2	-1	6	-3	-3	-1
NCCNc1cc(N2CCCC2)ccc1[N+](=O)[O-]	0.7	6	2	10	-9	-0.8	4	0	5	-7	48
Cc1ccc(NC(=O)Cc2nnc(SCC(=O)NC3CCCC3)n2C)cc1C	-2.4	-16	4	0	-75	0.7	-16	-4	-5	-6	2
CN(C)CCCN1C(=O)c2cccc3c(Br)ccc(c23)C1=O	0.8	-13	93	-9	11	2.4	-18	-1	32*	15	14
C[C@@H](C(=O)CC(=O)OC(C)(C)C)[C@@H](O)c1c(F)cccc1Cl	-0.9	-13	-4	1	5	3.6	-15	1	-1	4	.
C=CCN1CCN(C(=O)CCCc2ccccc2)CC1	0.2	-6	-7	-3	-16	-2.0	-4	-4	2	-3	-1
Cc1cc(C)cc(CSCC(=O)N/N=C/c2ccc(OCC(=O)NCc3ccco3)cc2)c1	-0.3	-17	-2	6	21	-0.1	1	-5	-5	4	-2
CC(C)Oc1ccc(S(=O)(=O)N2CCOCC2)cc1NC(=O)C1CCC1	0.9	-4	2	-2	.	-0.4	-3	-1	5	6	-2
COc1ccc(/C=C/C(=O)N2CCC(C(N)=O)CC2)cc1S(=O)(=O)N1CCOCC1	-1.3	-7	714*	-3	.	0.2	-8	-6	1	5	-9
CC(C)c1ccc(NC(=O)c2cc3c(=O)n(C)c4ccccc4c3n2C)cc1	-2.8	11	7	13	2	-1.2	-7	-4	-8	9	-3
CC1CN(C(=O)c2cccc(S(=O)(=O)NCc3ccccc3)c2)CC(C)O1 (stereo not given)	0.0	-5	2	1	15	2.9	-2	-3	4	8	2
CCN(CC)CCn1c(SCC(=O)Nc2ccc3c(c2)CCC3)nc2ccccc2c1=O	0.0	-11	.	?	-7	-0.2	0	2	-1	-3	0
O=C(NCc1cccs1)C1CC1	-1.4	-9	9	-4	-10	-0.9	-6	-6	1	5	0
Cc1ccc(C)c(NC(=S)Nc2cccnc2)c1	1.9	5	5	23	.	-0.7	-3	-6	-5	6	-1
CCOCc1[nH]c(=S)[nH]c(=O)c1Cc1ccc(OCC)cc1	-5.4	-2	3	20	3	0.2	1	-3	-3	10	-1
Cc1ccc(NNC(=O)c2c(C)noc2C)cc1Cl	1.0	-18	181	2	-13	0.7	-5	-2	-4	-1	4
Cc1cccc(OC(=O)C2C(c3ccccc3)C(C(=O)O)C2c2ccccc2)c1 (stereo not given)	-2.5	13	1	20	0	-0.5	-6	-3	-8	2	3
CC(C)C(=O)NCCc1nc(-c2ccccc2)no1	-1.9	-1	-4	5	-2	-4.1	0	0	-4	-3	.
Cc1ccc(S(=O)(=O)NCC(=O)OC(C)C(=O)NC(=O)NC2CCCCC2)cc1C (stereo not given)	-0.6	5	-7	-1	.	-0.3	1	0	-16	-1	-3
COc1ccc(NC(=O)CSc2nnc(-c3cccnc3)o2)cc1	-0.4	3	-9	9	-8	1.0	-6	5	-5	-4	-2
CCOC(=O)NC(c1ccc(C(C)C)cc1)C(Cl)(Cl)Cl (stereo not given)	-7.3	-4	-4	2	-91	-0.6	10	-6	2	2	-1
COc1ccc(CCNC(=O)COc2cccc3c2OC(C)(C)C3)cc1OC	-0.2	-20	87	-6	-3	-0.9	3	-1	-2	3	17
CCCCCCC1/C(=N\NC(=O)c2ccccc2)CCC1C(=O)OC (stereo not given)	-0.6	-6	-9	-23	7	1.1	5	-7	0	0	-2
CCOc1cc(NC(=O)c2cccs2)c(OCC)cc1NC(=O)c1ccccn1	-0.4	-9	10	-3	-18	1.0	-24	-1	-9	7	1
N#CCN(CC#N)C(=O)C1c2ccccc2Oc2ccccc21	-4.6	-15	1	-3	12	0.8	-7	2	-4	0	-1
Cc1occc1C(=O)N(Cc1nc(-c2ccccc2)no1)C(C)C	-2.1	8	2	-2	-10	0.0	-3	0	1	-5	3
Cc1cccc(-c2cc(N)n(-c3ccccc3)n2)c1	-0.1	-8	.	-2	11	-1.8	-4	-3	-6	1	1
COc1ccc(CCNC(=O)CN(C)S(=O)(=O)c2ccc(OC)cc2)cc1	0.0	-3	-16	15	-2	-0.3	-3	2	-7	2	-2
Cc1cc([N+](=O)[O-])ccc1NC(=O)c1csc(C)c1C	-3.7	-7	-13	-7	-12	0.6	-4	-8	-8	-5	-2
COc1ccccc1C(=O)NC(C)c1cccc2ccccc12 (stereo not given)	-0.6	-13	1	-2	8	-0.3	-18	-2	-21	0	1
Cc1ccccc1OCCC(=O)OCC(=O)NC1CC1	1.4	-9	3	-14	8	1.2	-7	1	-1	10	.

Going on with the list.
SMILES	CDK5 p35 inh	PvdQ acylase	SUMO Mot1 rescue	Rtt109 Vps75	PfHsp90 yeast 2	LANA DNA inh	Cardiac RTF inh	Keap1-Nrf2 PPI	dFosB act	cardiac RTF act	NSD2 HMT inh
Cc1cc(C)cc(NC(=O)COC(=O)CC2CCCC2)c1	-1.4	2	51	7	-38	0.7	-10	-6	-4	0	-5
COc1ccc2[nH]c3c(=O)n(/N=C/c4ccc(OC)c(CN5CCCC5)c4)c(C)nc3c2c1	5.3	9	13	13	-8	-3.3	6	-3	-5	5	2
CC1CCN(C(=O)CNC(=O)CNS(=O)(=O)c2ccccc2)CC1	0.2	-19	29	0	23	-0.8	-6	-3	7	6	.
CCc1ccc(NC(=O)N2CCN(c3ccc(F)cc3)CC2)cc1	-0.8	-12	.	3	19	0.6	-1	5	-2	-4	-1
COc1cccc(CC(=O)Nc2ncc(C)s2)c1	17	-15	-10	-4	-18	1.0	-2	2	-5	-2	1
COc1cccc(NC(=O)CN(C)S(=O)(=O)c2ccc3c(c2)n(C)c(=O)c(=O)n3C)c1	-0.2	-7	2	-4	8	-2.0	-14	0	?	-9	-2

Source: PubChem (several laboratories)
